# NR2E3 ag = NR2E3 (human) agonism. AID 2300. 320,000 tested, 0.12% active. Q9Y5X4. GST-NR2E3/biotin-RetCOR TR-FRET, 1536-well. inhibition of corepressor binding, % at 4.78 µM;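 active means percent inhibition above the cutoff of mean plus 3 SD of all tested compounds, set per screening campaign, cut at about 20% in these data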;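 further: 0% = DMSO wells and 100% = biotin wells as full block of FRET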
# Target sequence (Q9Y5X4 whole entry, looked up): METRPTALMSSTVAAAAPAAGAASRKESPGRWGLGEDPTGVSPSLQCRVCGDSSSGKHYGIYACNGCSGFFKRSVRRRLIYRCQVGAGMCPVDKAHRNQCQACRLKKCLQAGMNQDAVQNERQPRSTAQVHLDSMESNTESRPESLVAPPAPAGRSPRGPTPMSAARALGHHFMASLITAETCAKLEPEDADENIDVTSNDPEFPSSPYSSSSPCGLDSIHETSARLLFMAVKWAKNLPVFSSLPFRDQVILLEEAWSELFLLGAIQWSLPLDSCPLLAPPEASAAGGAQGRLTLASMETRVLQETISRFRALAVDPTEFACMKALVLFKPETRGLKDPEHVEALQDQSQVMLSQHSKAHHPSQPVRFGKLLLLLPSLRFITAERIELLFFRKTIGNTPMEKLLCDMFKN
#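 Material – GST-tagged NR2E3 plus biotinylated RetCOR corepressor · Quantity – NR2E3 fusion 1.35 nM · Times – 5 h incubation at 4 °C · Medium – pH 7.5 Tris-based buffer · Technique – TR-FRET, Eu(K)-anti-GST donor, streptavidin-D2 acceptor, ex 340, em 617/671 nm · Benchmarks – high control biotin, low control 0.6% DMSO · Format – 1536-well plates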
# Numbers without * were called inactive. These rows are one share of the data (hit frequency here may not be typical).
SMILES,NR2E3 ag
COc1ccc(-c2oc3c(CC=C(C)C)c(O[C@@H]4O[C@H](CO)[C@@H](O)[C@H](O)[C@H]4O)cc(O)c3c(=O)c2O[C@@H]2O[C@@H](C)[C@H](O)[C@@H](O)[C@H]2O)cc1,0
CCN(CC)CC1CCCCN1CC(=O)N1c2ccccc2C(=O)Nc2cccnc21 (stereo unspecified),0
CN(C)CCCSc1ccccc1NC(=O)/C=C/c1ccccc1,4

# Sorted by molar mass (ascending): part of the list above
SMILES,NR2E3 ag
CN(C)CCCSc1ccccc1NC(=O)/C=C/c1ccccc1,4
CCN(CC)CC1CCCCN1CC(=O)N1c2ccccc2C(=O)Nc2cccnc21 (stereo unspecified),0
COc1ccc(-c2oc3c(CC=C(C)C)c(O[C@@H]4O[C@H](CO)[C@@H](O)[C@H](O)[C@H]4O)cc(O)c3c(=O)c2O[C@@H]2O[C@@H](C)[C@H](O)[C@@H](O)[C@H]2O)cc1,0

# Screening results from PubChem.
